# HT1080 IDH1KD tx: toxicity to HT-1080 IDH1 knockdown cells (counter line); HT-1080 IDH1 knockdown viability, ATP luminescence, 48 h; Potency, µM (series often up to 46.1 µM), for the others: at the top dose activity, negative = toxicity, usual class: cytotoxic; 360,000 compounds, 2% hits;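 note: potency is the fitted concentration of half-maximal effect; 0% = DMSO wells and -100% = cell-free medium wells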
#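 In this qHTS, HT-1080 cells depleted of IDH1 are exposed for 48 h at 37 °C to compound titrations. Toxicity is scored from CellTiter-Glo luminescence, with DMSO as full viability and medium alone as none.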
# S2 tox: reduces viability in counter-screen for ATXN expression inhibitors | Potency, µM (titrated, usually from 56.7 µM), hits mostly cytotoxic | 400,000 compounds, 0.49% hits | S2 cells (HEK-293 line with an ATXN2-luciferase reporter) viability, CellTiter-Fluor protease fluorescence, 24 h; note: potency is the fitted concentration of half-maximal effect; nearly all actives have a fitted effect of over 40% in size
# KB-3-1 tox: kills parental KB-3-1 adenocarcinoma cells | 400,000 compounds, 1.4% hits | Potency, µM (titrated, usually from 46.1 µM), for inactives: at the highest dose activity change, negative = cytotoxic, hits mostly cytotoxic | KB-3-1 viability, CellTiter-Glo ATP luminescence, 72 h; note: potency is the fitted concentration of half-maximal effect; % is set by controls: 0 for no effect and ±100 for the full control effect; nearly all actives have a fitted effect of over 60% in size
#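 Multi-concentration cytotoxicity screen in KB-3-1 cells grown in DMEM lacking phenol red with 10% FBS. After 72 h at 37 °C with compound, ATP-dependent luminescence was recorded.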
# IL1B secr inh: inhibitors of inflammasome signaling (IL-1 beta secretion); THP-1 LPS/ATP IL-1B secretion, AlphaLISA, 16 h; active compounds read low; activity change, % at 57.5 µM; 360,000 compounds, 4.7% hits; in the data active = activity change below about -50%; inconclusive = mostly about -30% to -49%; note: % is set by controls: 0 for no effect and ±100 for the full control effect
#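 THP-1 cells pretreated 1 hr with compounds (up to 57.5 uM final), then stimulated with LPS (250 ng/mL final) plus ATP (1.25 mM final); secreted IL-1B measured by AlphaLISA after 16 hr, decreased signal indicating inhibition.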
# HT1080-NT tox: kills 2HG-producing HT-1080-NT fibrosarcoma cells | HT-1080-NT fibrosarcoma viability, CellTiter-Glo ATP luminescence, 48 h | Potency, µM (series often up to 46.1 µM), inactives show at the top dose activity, negative = less viability, most hits filed as cytotoxic | 360,000 compounds, 1.6% hits;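 note: NT is the 2HG producing partner of a matched IDH1 knockdown line; potency is the fitted concentration of half-maximal effect; 0% = DMSO-treated cells and -100% = media-only wells without cells; nearly all actives have a fitted effect of over 55% in size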
#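 750 cells/well, RPMI + 5% FBS; 2 h settle, compound pin-transfer, 48 h at 37 degrees C. CellTiter-Glo 10 min RT, luminescence. Normalized to DMSO and media-only wells.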
# SW480 rerep: inducers of DNA re-replication in SW480 colon cancer cells; AID 624297; Potency, µM (highest dose often 46.1 µM), for inactives: at the highest dose re-replication activation, usual class: activators; 340,000 compounds, 1.8% hits; SW480 DNA re-replication, Hoechst DNA content imaging, 48 h; note: potency is the fitted concentration of half-maximal effect; % of control where 0% means no effect; nearly all actives have a fitted effect of over 55% in size
#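 Image-based DNA-content assay: after two days of treatment, nuclei were labelled with the DNA dye Hoechst and imaged, and hits were compounds raising the count of nuclei showing high fluorescence intensity.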
# KB-V1 cytotox: kills drug-selected multidrug resistant KB-V1 cells. 400,000 compounds, 3.4% hits. Potency, µM (titrated, usually from 46.1 µM), for the others: at the top dose activity change, negative = cytotoxicity, hits mostly cytotoxic. KB-V1 MDR cells viability, CellTiter-Glo, 72 h; note: potency is the fitted concentration of half-maximal effect; % is set by controls: 0 for no effect and ±100 for the full control effect; nearly all actives have a fitted effect of over 60% in size
#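 Cells of the MDR subline KB-V1 are plated, dosed with compound at multiple concentrations, and incubated 72 h at 37 degrees C; CellTiter-Glo is then added and luminescence read after 10 min.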
# ATXN2 expr inh: ATXN2 expression inhibition; Potency, µM (doses to about 57 µM), without a hit: at the top dose activity change, negative = inhibition, usual class: inhibitors; AID 1745845; HEK-293 ATXN2-luciferase reporter, luminescence, 24 h; 360,000 compounds, 0.72% hits; note: potency is the fitted concentration of half-maximal effect; % is set by controls: 0 for no effect and ±100 for the full control effect; nearly all actives have a fitted effect of over 55% in size
#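 qHTS (up to 57 uM final) was run with 24 h compound exposure of reporter cells at 37 °C. Each well was multiplexed: SteadyGlo luminescence measured ATXN2-luciferase expression after a fluorogenic Gly-Phe-AFC viability readout (25 uM final).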
# MCF10A rereplic: DNA re-replication induction in MCF 10a cells. MCF 10A DNA re-replication, Hoechst nuclear intensity, 48 h. Potency, µM (titrated, usually from 46.1 µM), for the others: top-dose activity, positive = re-replication, most hits filed as activators. 350,000 compounds, 2.9% hits; note: potency is the fitted concentration of half-maximal effect; % of control where 0% means no effect; nearly all actives have a fitted effect of over 50% in size
# * marks the source's active call; other numbers are inactive results; i = inactive; u = inconclusive; x = not tested or not shown; & = joins results of further samples; [ ] = remark or other dose. Unless noted, calls come from the whole dose curve; as a rule, active = well fitted curve in the direction sought with a large enough effect; inconclusive = small, poorly fitted or top-dose-only effect, or another doubt; inactive = no such curve, though single readings can be large; an effect the other way counts as inactive or inconclusive.
SMILES,HT1080 IDH1KD tx,S2 tox,KB-3-1 tox,IL1B secr inh,HT1080-NT tox,SW480 rerep,KB-V1 cytotox,ATXN2 expr inh,MCF10A rereplic
O=C(Nc1cccc(NC(=O)C2CCCO2)c1)c1ccco1 (stereo unspecified),1%,i,11%,0,2%,12%,-8%,5%,-2%
COc1cc(Cl)ccc1OCc1cc(C(=O)N(C)CCc2c(C)n[nH]c2C)no1,-5%,i,x,12,-4%,6%,x,16%,8%
COc1ccc(N(CCC(=O)O)S(=O)(=O)c2ccc(C)cc2C)cc1,16%,i,10%,28,1%,0%,3%,-3%,12%
Cc1nc(C(=O)Nc2cc(Cl)ccc2Cl)nn1-c1cc(OC(C)C)c(Cl)cc1Cl,1%,i,-12%,12,u,-5%,15µM*,1%,14%
Cc1cccc(NC(=O)CCn2cnnn2)c1,5%,i,-6%&-31%,13,0%,-9%,-9%&1%,8%&3%,-2%
CC(C)Oc1ccc(/C=N/NC(=O)c2nnn(-c3nonc3N)c2CN(C)C2CCCCC2)cc1,20%,i,-6%,15,13%,-4%,15%,-4%,11%
Cc1[nH]nc(-c2ccc(OCc3cnn(-c4ccccc4)c3)cc2O)c1Oc1ccc(Cl)cc1,u,i,u,-16,u,u,u,u,u
COc1ccc(S(=O)(=O)Nc2c(C)cc(C)cc2C)c2cccnc12,-7%,i,-11%,0,-5%,-14%,u,-8%,0%
Cc1cc(C)n2nc(SC(C)C(=O)NCc3ccco3)nc2n1 (stereo unspecified),7%,i,-4%,12,5%,-5%,29%,4%,-1%
O=C(CSc1nnc(-c2cccs2)n1Cc1ccco1)Nc1ccc2c(c1)OCO2,-8%,u,12%,-19,-6%,-4%,-16%,2%,-2%
CN(C)CCNC(=O)Cn1c(=O)c2cccn2c2ccc(F)cc21,-6%,i,-10%,u,-2%,3%,-12%,0%,u
O=C(N[C@@H](Cc1c[nH]c2ccccc12)C(=O)NC1CC1)c1ccccc1Cl,13%,i,-7%,0,11%,u,3%,-12%,2%
C/C(=N\NC(=O)c1cc(C(C)C)[nH]n1)c1ccncc1,9%,i,4%,-14,8%,-7%,5%,24%,10%
Cc1c(Cl)cnn1CC(=O)NC1C(=O)N2C(C(=O)O)=C(CSc3nnnn3C)CSC12 (stereo unspecified),16%,i,0%,22,7%,0%,15%,20%,10%
Cc1c(Cl)c(C(=O)NNC(=S)NCc2ccco2)nn1C,0%,i,12%,-14,-4%,0%,1%,-14%,5%
O=C1CN(C(=O)c2ccc(Br)o2)C(c2ccccc2)c2cc(Br)ccc2N1 (stereo unspecified),-27%,u,u,u,-25%,12%,-26%,u,1%
COC(=O)c1cccnc1-n1c(=O)c2cccnc2n(CC(=O)Nc2cccc(C(F)(F)F)c2)c1=O,x,i,24%,x,x,x,2%,-8%,x
CCCCn1c(N)c(N(CCOC)C(=O)c2ccc(C)c(S(=O)(=O)N3CCCCC3)c2)c(=O)[nH]c1=O,12%,i,-10%,0,17%,-1%,3%,10%,2%
COc1ccc(C(=O)N2CCN(CC(=O)N3CCOCC3)CC2)cc1,9%,i,0%,3,12%,2%&-5%,13%,1%&14%,8%&0%
O=C(NC(=S)NCCN1CCOCC1)c1ccccc1,0%,i,-2%,0,-6%,u,-7%,22%,1%
CC1N(C)c2cccc3cccc(c23)N1C,2%,i,0%,3,0%,2%,-7%,-2%,-4%
Cc1cc(NC(=O)Nc2cc(Cl)ccc2C)no1,3%,i,-26%,31,1%,0%,15%,x,10%
Cc1cc(F)ccc1S(=O)(=O)N1CCCCC1CCNC(=O)C(=O)NCCN1CCOCC1 (stereo unspecified),-1%,u,2%,-5,6%,-7%,16µM*,-10%,-3%
O=C(Nc1ccc(Cl)cc1)Nc1ccon1,-19%,i,u,-20,-12%,u,u,3%,25%
O=C(NCCSc1c[nH]c2ccccc12)c1ccc(Cl)cc1,x,u,6%,x,x,x,6%,u,x
O=[N+]([O-])c1cccc(Nc2c3ccccc3nc3ccccc23)c1,-11%,x,-12%,-19,-14%,22%,0%,-8%,u
CCOc1ccc2nc(NC(=O)c3cccc(N4C(=O)CCC4=O)c3)sc2c1,0%,i,-3%,-9,11%,x,10%,x,x
CCC(C)COC(=O)c1ccc(C(=O)O)cc1 (stereo unspecified),-10%,i,1%,-18,2%,-3%,14%,1%,2%
CCN(C(=O)C(C)OC(=O)CCCNC(=O)c1ccc(Cl)cc1)c1ccccc1 (stereo unspecified),1%,u,0%,-3,0%,-11%,u,-4%,2%
Cc1ccc(C(=O)CCS(=O)(=O)c2ccc(F)cc2)cc1,-15%,i,u,-28,1%,u,20%,4%,u
COc1cc(/C=C2/NC(=O)N(CC(=O)Nc3cccc(C)c3)C2=O)ccc1OCC(N)=O,u,i,22%,28,u,10%,2%,-19%,-30%[inhibitor]
CN1OC[C@@H]2CN(C(=O)C(C)(C)C)[C@H](c3cccc(N4CCOCC4)c3)C[C@@H]21,1%,i,u,15,1%,-3%,0%,-2%,-18%
O=C(N=C1SC2CS(=O)(=O)CC2N1Cc1ccccc1Cl)C1CCCO1 (stereo unspecified),3%,i,-3%,32,-4%,11%,11%,x,6%
CSc1ccc(/C=C(\NC(=O)c2ccc(C)cc2)C(=O)Nc2cccc(C)c2)cc1,24%,i,16%,8,21%,-1%,u,0%,-3%
CCCNC(=O)c1cc(C2CCCCN2C(=O)c2ccc(C(C)C)cc2)on1 (stereo unspecified),14%,i,0%,-9,-3%,x,-2%,-14%,x
C/C(=N\Nc1cccc(Cl)c1)C1(C)N(O)C(C)(C)C(c2ccco2)=[N+]1[O-] (stereo unspecified),-7%,i,-1%,-23,3%,-1%,-14%,x,7%
COc1ccccc1OCC(=O)N1CCN(c2ccccc2OC)CC1,-4%,i,15%,17,-1%,-6%,u,-4%,9%
O=C(Cn1ncc2c1-c1ccccc1OC2)N(Cc1ccco1)C1CCCCC1,2%,u,-5%,-4,0%,-3%,7%,-4%,-5%
CC(=O)N1c2ccccc2NC2=C(C(=O)CCC2)C1c1ccc(F)cc1 (stereo unspecified),4%[9.24 µM],i,4%,27,-4%,-3%,7%,1%,0%
Cc1nc(SCc2ccc(F)cc2)c2oc3ccccc3c2n1,10%,i,18%,-4,18%,-142%[inhibitor],-14%,-1%,5%
Cc1cc(C)nc(NS(=O)(=O)c2ccc(NC(=O)C(C)Oc3ccccc3F)cc2)n1 (stereo unspecified),8%,i,-1%,12,-13%,-16%,-4%,-7%,-2%
O=C(NCCN1CCCCC1)Nc1ccc(F)c(Cl)c1,1%,i,-27%,-5,7%,-7%,u,-5%,0%
CCCCc1c(-c2ccccc2OC)ncn1C1CCCC1,u,x,18µM*,-18,u,x,13µM*,u,x
COC(=O)c1ccc(COc2ccc(C=O)cc2)o1,5%,u,1%,14,7%,-20%,12%,x,0%
Cc1nc2ncnn2c(C)c1Cc1ccccc1Cl,0%,i,3%,-7,2%,-8%,8%,-7%,-1%
CN(C(=O)CSc1nc2cc([N+](=O)[O-])ccc2n1-c1ccc(F)cc1)C1CCS(=O)(=O)C1 (stereo unspecified),u,i,0%,6,u,15%,-8%,-12%,18%
COc1ccc(C)cc1-n1c(SCC(=O)NC2CC2)nc2ccccc2c1=O,-9%,i,u,u,1%,-8%,8%,-4%,8%
CCCCN(C(=O)CNC(=O)c1ccco1)C(C(=O)NC1CCCCC1)c1cccnc1 (stereo unspecified),10%,u,1%,-1,18%,-6%,-4%,-3%,-14%
COc1ccccc1CNc1nc(NCc2ccccc2F)c2sccc2n1,21µM*,u,u,-83*,23µM*,x,18µM*,u,x
Cc1cc2c(cc1C)NC(c1nc3ccccc3[nH]1)C1=C(CC(C)(C)CC1=O)N2 (stereo unspecified),0%,i,12%,-11,1%,u,-8%,5%,-1%
CCOc1ccc(C(C)NC(=O)c2cc(=O)[nH]c3ccccc23)cc1OCC (stereo unspecified),2%,i,-1%,7,1%,3%,1%,-12%,-1%
CC(C)(C)c1ccc(C(=O)NCCOc2ccccc2)cc1,-3%,i,-9%,-17,1%,3%,8%,u,-1%
CCC(=O)N1CCN(CCN=CC2=C(O)CC(c3cccs3)CC2=O)CC1 (stereo unspecified),-10%,i,15%,8,6%,-5%,-2%,-4%,-4%
CCCN(C(=O)C(=O)Nc1ccc2nc3n(c(=O)c2c1)CCCCC3)c1ccc(OCC)cc1,4%,u,-11%&2%,0,16%,-8%,u,-6%,u
C/C(CC(=O)Nc1cccc2c1CCCC2)=N\NC(=O)COc1ccccc1,18%,i,7%,-7,7%,u,3%,-14%,-3%
CCOC(=O)COc1ccc(C)cc1-c1ccno1,8%,i,4%,6,-1%,-6%,u,0%,-184%[0.0737 µM]
COc1ccccc1-c1csc(NC(=O)c2ccc(N3C(=O)CCC3=O)cc2)n1,-12%,i,1%,4,-1%,-16%,21%,x,3%

# 4 entries out of the list, arranged by number of heavy atoms, low to high.
SMILES,HT1080 IDH1KD tx,S2 tox,KB-3-1 tox,IL1B secr inh,HT1080-NT tox,SW480 rerep,KB-V1 cytotox,ATXN2 expr inh,MCF10A rereplic
Cc1cc(NC(=O)Nc2cc(Cl)ccc2C)no1,3%,i,-26%,31,1%,0%,15%,x,10%
COc1ccc(S(=O)(=O)Nc2c(C)cc(C)cc2C)c2cccnc12,-7%,i,-11%,0,-5%,-14%,u,-8%,0%
COc1ccccc1OCC(=O)N1CCN(c2ccccc2OC)CC1,-4%,i,15%,17,-1%,-6%,u,-4%,9%
O=C(Cn1ncc2c1-c1ccccc1OC2)N(Cc1ccco1)C1CCCCC1,2%,u,-5%,-4,0%,-3%,7%,-4%,-5%
